# IL1B secr inh: qHTS for Inhibitors of Inflammasome Signaling: IL-1-beta AlphaLISA Primary Screen | activity change, % at 57.5 µM | 360,000 compounds, 4.7% hits | THP-1 LPS/ATP IL-1B secretion, AlphaLISA, 16 h; stronger effect = lower value; in the data active = activity change below about -50%; inconclusive = mostly about -30% to -49%; note: % is set by controls: 0 for no effect and ±100 for the full control effect
#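 THP-1 cells pretreated 1 hr with compounds (up to 57.5 uM final), then stimulated with LPS (250 ng/mL final) plus ATP (1.25 mM final); secreted IL-1B measured by AlphaLISA after 16 hr, decreased signal indicating inhibition.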
# HT1080-NT tox: qHTS for induction of synthetic lethality in tumor cells producing 2HG: qHTS for the HT-1080-NT fibrosarcoma cell line | 360,000 compounds, 1.6% hits | AID 686970, 2013 | HT-1080-NT fibrosarcoma viability, CellTiter-Glo ATP luminescence, 48 h | Potency, µM (titrated, usually from 46.1 µM), without a hit: top-dose activity, negative = less viability, hits mostly cytotoxic;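 note: NT is the 2HG producing partner of a matched IDH1 knockdown line; potency is the fitted concentration of half-maximal effect; 0% = DMSO-treated cells and -100% = media-only wells without cells; nearly all actives have a fitted effect of over 55% in size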
#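 Compounds were tested in concentration-response format on HT-1080-NT cells for 48 hours at 37 degrees C. Cell viability came from CellTiter-Glo luminescence; curves were classified by r2, response magnitude and activity.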
# HT1080 IDH1KD tx: qHTS for induction of synthetic lethality in tumor cells producing 2HG: qHTS for the HT-1080-IDH1KD cell line; HT-1080 IDH1 knockdown viability, ATP luminescence, 48 h; Potency, µM (series often up to 46.1 µM), inactives show top-dose activity, negative = toxicity, usual class: cytotoxic; 360,000 compounds, 2% hits;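 note: potency is the fitted concentration of half-maximal effect; 0% = DMSO wells and -100% = cell-free medium wells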
#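 Using the IDH1-knockdown HT-1080 line run in the same batch and compound series as the NT line, viability after 48 h at 37 °C was determined by CellTiter-Glo luminescence and expressed as % activity.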
# WRN inhibitor: qHTS for Inhibitors of WRN Helicase; Bifunctional 3'-5' exonuclease/ATP-dependent helicase WRN (Homo sapiens), Q14191; WRN helicase unwinding, fluorescent forked duplex, kinetic; Potency, µM (highest dose often 114 µM), inactives show at the top dose activity change, negative = inhibition, hits mostly inhibitors; 360,000 compounds, 0.46% hits; note: potency is the fitted concentration of half-maximal effect; % is set by controls: 0 for no effect and ±100 for the full control effect; nearly all actives have a fitted effect of over 55% in size
#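 WRN at 20 nM final preincubated with compound 15 min at room temperature; reaction started with 100 nM fluorophore/quencher forked duplex oligonucleotide and 2 mM ATP final. Unwinding followed kinetically by red fluorescence (ex 525, em 598 nm).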
# KB-V1 cytotox: qHTS assay for MDR1-selective chemotherapeutics: Primary screen using the drug-selected MDR subline cells KB-V1 | KB-V1 MDR cells viability, CellTiter-Glo, 72 h | 400,000 compounds, 3.4% hits | Potency, µM (series often up to 46.1 µM), without a hit: at the highest dose activity change, negative = cytotoxicity, hits mostly cytotoxic | AID 1347076, 2019; note: potency is the fitted concentration of half-maximal effect; % is set by controls: 0 for no effect and ±100 for the full control effect; nearly all actives have a fitted effect of over 60% in size
#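 Drug-selected KB-V1 cells, grown in DMEM lacking phenol red with 10% FBS, receive compound titrations; after three days at 37 degrees C, surviving cell ATP is quantified by CellTiter-Glo luminescence and responses normalized and curve-fitted.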
# ATXN2 expr inh: Primary qHTS for Inhibitors of ATXN expression; HEK-293 ATXN2-luciferase reporter, luminescence, 24 h; Potency, µM (highest dose often 57 µM), for inactives: top-dose activity change, negative = inhibition, most hits filed as inhibitors; 360,000 compounds, 0.72% hits; note: potency is the fitted concentration of half-maximal effect; % is set by controls: 0 for no effect and ±100 for the full control effect; nearly all actives have a fitted effect of over 55% in size
#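 ATXN2-luciferase reporter cells (luciferase flanked by upstream and downstream ATXN2 gene portions) were treated 24 h at 37 °C with compounds at up to 57 uM. SteadyGlo luminescence gave expression; GF-AFC fluorescence gave viability.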
# MCF10A rerep: A quantitative high throughput screen for small molecules that induce DNA re-replication in MCF 10a normal breast cells; Potency, µM (series often up to 46.1 µM), inactives show at the highest dose activity, positive = re-replication, usual class: activators; 350,000 compounds, 2.9% hits; MCF 10A DNA re-replication, Hoechst nuclear intensity, 48 h; note: potency is the fitted concentration of half-maximal effect; % of control where 0% means no effect; nearly all actives have a fitted effect of over 50% in size
# KB-3-1 cytotox: qHTS assay for MDR1-selective chemotherapeutics: Primary screen using the parental adenocarcinoma cell KB-3-1; 400,000 compounds, 1.4% hits; KB-3-1 viability, CellTiter-Glo ATP luminescence, 72 h; Potency, µM (titrated, usually from 46.1 µM), for inactives: top-dose activity change, negative = cytotoxic, most hits filed as cytotoxic; note: potency is the fitted concentration of half-maximal effect; % is set by controls: 0 for no effect and ±100 for the full control effect; nearly all actives have a fitted effect of over 60% in size
#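 Here the drug-naive KB-3-1 line serves as comparator for MDR sub-line selectivity; cells received compound titrations, 72 h at 37 °C, then CellTiter-Glo readout.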
# SW480 rerep: A quantitative high throughput screen for small molecules that induce DNA re-replication in SW480 colon adenocarcinoma cells; 340,000 compounds, 1.8% hits; AID 624297, 2012; SW480 DNA re-replication, Hoechst DNA content imaging, 48 h; Potency, µM (doses to about 46.1 µM), for inactives: at the top dose re-replication activation, most hits filed as activators; note: potency is the fitted concentration of half-maximal effect; % of control where 0% means no effect; nearly all actives have a fitted effect of over 55% in size
#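 SW480 cells exposed to compounds for 48 hr at 37 C, 5% CO2, then Hoechst-stained 40 min. Nuclear DNA content imaged by fluorescence scanning (405 nm excitation, 500-530 nm emission); re-replication scored as increased high-intensity nuclei.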
# Active calls of the source: *; i = inactive; ? = inconclusive; . = no result given; [ ] = dose if it differs, or a comment. Unless noted, calls come from the whole dose curve; as a rule, active = well fitted curve in the direction sought with a large enough effect; inconclusive = small, poorly fitted or top-dose-only effect, or another doubt; inactive = no such curve, though single readings can be large; an effect the other way counts as inactive or inconclusive.
# The first 2 records (preview)
1. Cc1ccc(-c2onc3ccc(Br)cc23)cc1
2. CC(=O)Nc1ccc(NC(=O)C(C)OC(=O)C2(c3ccc(Cl)cc3)CCCC2)cc1 (configuration not stated)

Screen / compound no.	1	2
IL1B secr inh	-12	-1
HT1080-NT tox	20%	4%
HT1080 IDH1KD tx	25%	0%
WRN inhibitor	10%	-19%
KB-V1 cytotox	15%	?
ATXN2 expr inh	8%	-7%
MCF10A rerep	4%	11%
KB-3-1 cytotox	1%	0%
SW480 rerep	-15%	.

# The whole of this part, previewed entries included:
1. Cc1ccc(-c2onc3ccc(Br)cc23)cc1
2. CC(=O)Nc1ccc(NC(=O)C(C)OC(=O)C2(c3ccc(Cl)cc3)CCCC2)cc1 (configuration not stated)
3. c1ccc2c(c1)CCN(c1nc3cc4c(cc3s1)OCO4)C2
4. CCOc1cccc(C2/C(=C(/O)c3ccc4c(c3)CC(C)O4)C(=O)C(=O)N2CCN2CCOCC2)c1 (configuration not stated)
5. CCc1noc(C)c1C(=O)N1CCN(S(=O)(=O)c2cccs2)CC1
6. CCCCn1c(-c2c(Cl)c(C)nn2C)n[nH]c1=S
7. CCCCC1=CC2=CC(=O)C(C)(OC(=O)CC)C(=O)C2=CN1Cc1ccc(OC)cc1 (configuration not stated)
8. NS(=O)(=O)c1ccc(CNC(=O)c2cnccn2)cc1

Screen / compound no.	1	2	3	4	5	6	7	8
IL1B secr inh	-12	-1	-5	44	16	24	40	3
HT1080-NT tox	20%	4%	-23%	0%	4%	5%	-1%	10%
HT1080 IDH1KD tx	25%	0%	?	4%	3%	0%	-1%	11%
WRN inhibitor	10%	-19%	-11%	2%	-1%	4%	2%	-1%
KB-V1 cytotox	15%	?	?	-4%	2%	-6%	-21%	5%
ATXN2 expr inh	8%	-7%	58%[activator]	3%	-5%	-6%	-7%	7%
MCF10A rerep	4%	11%	?	0%	1%	3%	-8%	0%
KB-3-1 cytotox	1%	0%	-22%	15%	17%	-7%	7%	3%
SW480 rerep	-15%	.	2%	4%	-5%	0%	?	3%

9. CC(=O)N1CCC(N(CCN2CCOCC2)C(=S)Nc2ccc(C)cc2C)CC1
10. Cc1ccc2nc(C)c(C(=O)N/N=C/c3cccs3)cc2c1
11. NC(=O)CSc1nnc2n(-c3ccccc3)c(=O)c3c4c(sc3n12)CCCCC4
12. COc1ccc(CC(=O)NC2CCCc3ccccc32)cc1 (configuration not stated)
13. CC1(C)CC(=O)C=C(c2cccc(OC(=O)c3ccc(-c4ccccc4)cc3)c2)C1=O
14. Cc1noc(C)c1NC(=O)Nc1ccc2c(c1)C(=O)N([C@H](C)CO)C[C@H](C)[C@@H](CN(C)C(=O)Nc1c(C)noc1C)O2
15. COc1cccc(C(=O)NC2CCCc3c2cnn3-c2cc(C)cc(C)c2)c1 (configuration not stated)
16. Cc1nonc1C(=O)N/N=C/c1ccncc1

Screen / compound no.	9	10	11	12	13	14	15	16
IL1B secr inh	-5	-16	-14	-13	-2	13	-58*	15
HT1080-NT tox	0%	3%	-1%	13%	-1%	18%	-14%	13%
HT1080 IDH1KD tx	-1%	-3%	-9%	7%	-6%	22%	-20%	0%
WRN inhibitor	-9%	-20%	6%	-4%	-2%	-2%	3%	-2%
KB-V1 cytotox	-6%	-3%	0%	?	-23%	3%	4%	10%
ATXN2 expr inh	10%	2%	-3%	-15%	9%	6%	14%	.
MCF10A rerep	3%	10%	4%	2%	.	-1%	?	3%
KB-3-1 cytotox	0%	?	11%	-9%	-7%	12%	?	0%
SW480 rerep	-8%	11%	-3%	2%	.	-13%	22%	-1%

17. O=CNCCc1nc2ccccc2n1CCc1ccccc1
18. Brc1cccc(-c2nc3c4ccccc4ccn3c2Cc2ccccc2)c1
19. COC(=O)c1cncc(O)c1
20. O=[N+]([O-])c1ccc(/C=N/NC2=NS(=O)(=O)c3ccccc32)cc1
21. COc1ccc(CCNc2oc(-c3ccc(OC)c(OC)c3)nc2C#N)cc1
22. Cc1cccc([C@@H]2[C@@H]3C(=O)N(Cc4ccccc4)C(=O)[C@@H]3[C@]3(C)C(=O)N(c4ccc(Br)cc4)C(=O)N23)c1
23. Cn1cncc1C#Cc1ccc2cc(C(C)(C)O)oc(=O)c2c1
24. FC(F)(F)c1cccc(-n2c(Cn3nnc4ccccc43)n[nH]c2=S)c1

Screen / compound no.	17	18	19	20	21	22	23	24
IL1B secr inh	6	7	2	-17	-4	-19	-2	5
HT1080-NT tox	6%	-20%	7%	-4%	-3%	2%	-3%	13%
HT1080 IDH1KD tx	10%	-16%	7%	-5%	15%	-5%	-2%	-2%
WRN inhibitor	-1%	-4%	-15%	-6%	-22%	1%	-4%	-1%
KB-V1 cytotox	15%	-31%	1%	-6%	?	0%	-6%	-6%
ATXN2 expr inh	2%	4%	2%	11%	-9%	12%	7%	0%
MCF10A rerep	5%	.	-2%	-4%	?	1%	?	-1%
KB-3-1 cytotox	17%	-2%	-2%	-6%	-17%	7%	-2%	3%
SW480 rerep	-22%	.	-6%[9.22 µM]	-17%	7%	0%	1%	2.6µM*

25. Cc1cc(CSc2ccccc2)ccc1NC(=O)c1ccc(C)c([N+](=O)[O-])c1
26. CC(=O)c1c(C)nc2ccc(Cl)cn12
27. O=C(Nc1nccs1)c1ncc(Cl)c(Cl)c1Cl
28. CCOC(=O)c1ccccc1NC(=O)COC(=O)CSC(C)C(=O)Nc1cc(C)on1 (configuration not stated)
29. COc1ccc(NC(=O)NC2CCCc3ccccc32)cc1OC (configuration not stated)
30. CC(C)NC(=O)N(C)C[C@@H]1OCc2cnnn2CCCC(=O)N([C@@H](C)CO)C[C@H]1C
31. CN1CCN(NC(=O)c2ccc(Cl)s2)CC1
32. O=C(COc1ccc(-c2nnc(N3CCCCC3)c3ccccc23)cc1)N1CCCCC1

Screen / compound no.	25	26	27	28	29	30	31	32
IL1B secr inh	53	17	-56*	i	32	11	5	-17
HT1080-NT tox	2%	-10%	?	8%	-20%	13%	1%	-23%
HT1080 IDH1KD tx	3%	-2%	-25%	5%	-16%	6%	17%	?
WRN inhibitor	-6%	-9%	6%	-10%	13%	4%	6%	-5%
KB-V1 cytotox	-4%	10%	1%	-2%	-8%	?	4%	?
ATXN2 expr inh	.	-14%	-14%	8%	-3%	9%	-7%	-26%
MCF10A rerep	5%	0%	18%	1%	-23%	.	0%	?
KB-3-1 cytotox	2%	4%	-22%	-18%	-7%	8%	13%	?
SW480 rerep	-4%	-8%	?	-6%	-2%	.	-1%	10%

33. CNc1cncc(-c2ccc(NS(C)(=O)=O)cc2)n1
34. Cc1cc(C)nc(/N=C(\N)Nc2cc([N+](=O)[O-])ccc2C)n1
35. COc1ccccc1CNCC(=O)Nc1ccccc1-n1cccc1
36. CCCOc1ccc(CN(CCC#N)C(=S)NC(=O)c2ccccc2)cc1
37. O=C(Nc1csc([N+](=O)[O-])c1)Nc1ccccc1Cl
38. CCN(CC)CCC(C)OC(c1ccccc1)c1ccccc1 (configuration not stated)
39. CCN(c1ccccc1)S(=O)(=O)c1ccc(C(=O)Nc2nnc(COC)o2)cc1
40. CC(C)C1Oc2ccccc2N(CC(=O)N2CCOCC2)C1=O (configuration not stated)

Screen / compound no.	33	34	35	36	37	38	39	40
IL1B secr inh	6	.	-3	6	-98*	-1	7	13
HT1080-NT tox	?	9%	2%	-11%	?	-24%	-30%	8%
HT1080 IDH1KD tx	5.8µM*	12%	-2%	-20%	?	-14%	?	17%
WRN inhibitor	-3%[57.1 µM]	2%	-7%	-4%	-3%	2%	1%	-21%
KB-V1 cytotox	5.2µM*	-7%	-1%	?	?	-3%	?	4%
ATXN2 expr inh	26%	196%[activator]	-15%	?	?	.	?	2%
MCF10A rerep	.	-1%	11%	?	12µM*	54%	?	0%
KB-3-1 cytotox	2.9µM*	8%	8%	?	-13%	-20%	?	-4%
SW480 rerep	.	1%	-4%	?	13%	?	?	-5%

# 3 of the entries above in order of their number in SW480 rerep, low to high:
cpd | canonical_smiles | SW480 rerep
35 | COc1ccccc1CNCC(=O)Nc1ccccc1-n1cccc1 | -4%
34 | Cc1cc(C)nc(/N=C(\N)Nc2cc([N+](=O)[O-])ccc2C)n1 | 1%
37 | O=C(Nc1csc([N+](=O)[O-])c1)Nc1ccccc1Cl | 13%

# The results go on:
41. O=C(NCCN1CCOCC1)C1CCCN(S(=O)(=O)c2ccc(F)cc2)C1 (configuration not stated)
42. O=C(NC1CCCCCC1)c1c(O)c2ccccc2[nH]c1=O
43. COc1ccc(CSC2=NCCN2)cc1Br
44. CC1CCN(S(=O)(=O)c2cccc(S(=O)(=O)N3CCOCC3)c2)CC1
45. CCCCCn1c(=O)c(C(=O)OCC)c(Cl)c2ccccc21
46. Cc1ccc2nc(C(C)(C)C)c(Cc3ccsc3)n2c1

Screen / compound no.	41	42	43	44	45	46
IL1B secr inh	11	-16	-14	3	.	19
HT1080-NT tox	19%	-2%	-5%	1%	-1%	?
HT1080 IDH1KD tx	20%	7%	-9%	1%	-17%	?
WRN inhibitor	8%	3%	0%	3%	-3%	-4%
KB-V1 cytotox	5%	1%	-30%	-15%	-20%	?
ATXN2 expr inh	4%	22%	.	-7%	-9%	14%
MCF10A rerep	2%	18%	16%	0%	-19%	.
KB-3-1 cytotox	5%	-4%	-35%	-2%	-12%	-14%
SW480 rerep	-2%	-4%[9.22 µM]	-4%	3%	-6%	.
